TcdB GH inh: blocks C. difficile toxin B glycohydrolase activity. TcdB glycohydrolase enzymatic assay, plate reader. inhibition, % at 9.99 µM. P18177. 350,000 compounds, 0.24% hits. AID 652162; in the data active = inhibition above about 10%
Target sequence (P18177 whole entry, looked up): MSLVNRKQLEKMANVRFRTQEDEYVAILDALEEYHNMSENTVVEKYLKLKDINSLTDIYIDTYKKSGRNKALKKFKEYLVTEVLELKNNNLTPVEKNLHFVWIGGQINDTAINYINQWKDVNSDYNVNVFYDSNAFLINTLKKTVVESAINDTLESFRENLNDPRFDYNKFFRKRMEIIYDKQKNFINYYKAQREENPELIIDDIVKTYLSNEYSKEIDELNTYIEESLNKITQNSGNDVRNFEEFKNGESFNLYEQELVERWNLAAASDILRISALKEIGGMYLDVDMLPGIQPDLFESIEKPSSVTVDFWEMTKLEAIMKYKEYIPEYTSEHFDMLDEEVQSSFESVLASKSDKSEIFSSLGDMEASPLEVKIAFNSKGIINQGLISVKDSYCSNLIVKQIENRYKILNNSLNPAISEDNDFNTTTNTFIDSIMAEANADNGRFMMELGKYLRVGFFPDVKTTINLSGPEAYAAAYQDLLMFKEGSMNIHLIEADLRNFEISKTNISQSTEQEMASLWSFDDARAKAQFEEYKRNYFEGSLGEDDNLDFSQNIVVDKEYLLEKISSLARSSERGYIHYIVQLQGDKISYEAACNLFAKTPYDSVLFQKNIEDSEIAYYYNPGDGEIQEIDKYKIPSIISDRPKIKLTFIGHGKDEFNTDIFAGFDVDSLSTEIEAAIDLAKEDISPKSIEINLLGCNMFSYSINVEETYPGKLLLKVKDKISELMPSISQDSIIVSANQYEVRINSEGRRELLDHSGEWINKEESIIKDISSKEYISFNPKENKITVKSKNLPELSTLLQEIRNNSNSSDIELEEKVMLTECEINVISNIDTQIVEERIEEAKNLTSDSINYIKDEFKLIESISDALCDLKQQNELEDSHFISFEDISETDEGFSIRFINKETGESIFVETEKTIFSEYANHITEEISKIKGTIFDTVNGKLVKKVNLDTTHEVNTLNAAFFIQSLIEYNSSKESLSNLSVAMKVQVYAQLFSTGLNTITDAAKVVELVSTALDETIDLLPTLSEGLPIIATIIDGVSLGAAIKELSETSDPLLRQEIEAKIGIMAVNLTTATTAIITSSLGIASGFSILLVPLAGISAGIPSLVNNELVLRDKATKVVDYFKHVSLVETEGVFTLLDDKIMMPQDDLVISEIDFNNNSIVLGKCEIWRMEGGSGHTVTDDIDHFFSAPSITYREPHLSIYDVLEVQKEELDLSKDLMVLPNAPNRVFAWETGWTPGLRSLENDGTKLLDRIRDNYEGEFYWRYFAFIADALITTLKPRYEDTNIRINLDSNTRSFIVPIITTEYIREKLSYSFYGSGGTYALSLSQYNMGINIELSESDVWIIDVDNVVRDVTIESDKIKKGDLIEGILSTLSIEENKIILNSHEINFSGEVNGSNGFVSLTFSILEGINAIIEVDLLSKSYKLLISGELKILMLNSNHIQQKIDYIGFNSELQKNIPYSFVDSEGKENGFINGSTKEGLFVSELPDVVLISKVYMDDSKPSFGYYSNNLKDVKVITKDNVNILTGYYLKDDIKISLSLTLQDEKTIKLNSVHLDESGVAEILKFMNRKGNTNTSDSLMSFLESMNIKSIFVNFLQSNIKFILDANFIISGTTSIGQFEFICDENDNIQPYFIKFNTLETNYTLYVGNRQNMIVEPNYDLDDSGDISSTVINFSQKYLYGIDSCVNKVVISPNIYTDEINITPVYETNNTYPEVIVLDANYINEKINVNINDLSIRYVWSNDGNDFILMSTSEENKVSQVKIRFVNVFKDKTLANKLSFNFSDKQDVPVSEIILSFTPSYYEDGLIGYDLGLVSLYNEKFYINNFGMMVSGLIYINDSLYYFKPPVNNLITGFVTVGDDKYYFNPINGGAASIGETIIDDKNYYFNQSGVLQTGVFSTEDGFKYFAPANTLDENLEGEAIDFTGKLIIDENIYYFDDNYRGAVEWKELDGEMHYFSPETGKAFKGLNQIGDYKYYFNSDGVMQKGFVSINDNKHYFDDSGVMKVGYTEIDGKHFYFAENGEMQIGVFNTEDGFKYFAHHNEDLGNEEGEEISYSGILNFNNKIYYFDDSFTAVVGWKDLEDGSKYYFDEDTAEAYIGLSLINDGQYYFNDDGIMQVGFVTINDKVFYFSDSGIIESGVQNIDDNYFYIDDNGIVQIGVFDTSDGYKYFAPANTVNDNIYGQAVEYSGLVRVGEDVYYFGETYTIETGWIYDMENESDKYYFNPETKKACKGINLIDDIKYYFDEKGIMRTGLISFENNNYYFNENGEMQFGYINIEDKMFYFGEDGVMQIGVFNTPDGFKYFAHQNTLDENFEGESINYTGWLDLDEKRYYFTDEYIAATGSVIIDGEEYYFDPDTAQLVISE
* hit, by the source's call. An excerpt. The share of hits here may be higher or lower than overall.

SMILES | TcdB GH inh
C[C@@H]1CCCCO[C@H](CN(C)C)[C@@H](C)CN([C@H](C)CO)C(=O)c2cc(NC(=O)C3CCCCC3)ccc2O1 | 0.2
CCS(=O)(=O)N[C@@H]1CC[C@@H](CC(=O)Nc2ccc(-c3ccccc3)cc2)O[C@@H]1CO | 0.8
O=C(C1CCCCC1)N1CC(=O)N2[C@H](C1)[C@H](c1ccc(-c3cccnc3)cc1)[C@@H]2CO | -1.0
CN1C(=O)c2cc(NC(=O)c3cscn3)ccc2OC[C@@H]2O[C@@H](CC(=O)N3CCOCC3)CC[C@@H]21 | 0.1
CN(C)C(=O)c1cccc(-c2ccc([C@H]3[C@H]4CN(C(=O)C5CC5)CC(=O)N4[C@H]3CO)cc2)c1 | 0.0
COc1cccc(-c2ccc([C@@H]3[C@H](CO)N4CCCCN(S(=O)(=O)c5cn(C)cn5)C[C@@H]34)cc2)c1 | 0.0
O=C(C1CCOCC1)N1CC(=O)N2[C@H](C1)[C@@H](c1ccc(C#CCc3ccccc3)cc1)[C@@H]2CO | -0.1
CC(C)OC(=O)N(C)C[C@@H]1OCc2cn(nn2)CCCC(=O)N([C@H](C)CO)C[C@@H]1C | -0.2
O=S(=O)(c1ccccc1F)N1C[C@H]2[C@@H](c3ccccc31)[C@@H](CO)N2Cc1ccc2c(c1)OCO2 | 0.8
COCC(=O)N1[C@H](CO)[C@H]2c3ccccc3N(C)C[C@H]21 | -0.8
CO[C@@H]1CC[C@@H]2CCN(C)C(=O)C[C@H](c3ccccc3)CN(C)C(=O)c3cccc(C#N)c3OC[C@H]1O2 | -0.1
COc1ccc(CN(C)C[C@H]2OCCCC[C@@H](C)Oc3ccc(NS(=O)(=O)c4ccccc4)cc3C(=O)N([C@@H](C)CO)C[C@@H]2C)cc1 | -0.7
CCCC(=O)Nc1ccc2c(c1)OC[C@@H](C)N(C)C[C@H](C)[C@H](OC)CN(C)C2=O | -0.3
CO[C@@H]1CN(C)C(=O)c2cc(NC(=O)Nc3cccc(Cl)c3)ccc2OC[C@@H](C)NC[C@@H]1C | 0.0
C[C@@H](NC(=O)C[C@H]1CC[C@@H]2[C@H](COC[C@@H](O)CN2Cc2cc(F)ccc2F)O1)c1ccccc1 | 0.2
COc1ccc(CN(C)C[C@H]2Oc3ccc(NC(=O)Cn4cnnn4)cc3CC(=O)N([C@H](C)CO)C[C@H]2C)cc1 | 1.7
C[C@H]1CN([C@@H](C)CO)C(=O)Cc2cc(NC(=O)CCN3CCOCC3)ccc2O[C@@H]1CN(C)Cc1ccccc1 | 0.2
Cc1ccc(S(=O)(=O)Nc2ccc3c(c2)C(=O)N([C@H](C)CO)C[C@H](C)[C@H](CN(C)S(=O)(=O)c2ccc(F)cc2)O3)cc1 | 0.2
Cc1noc(C)c1NC(=O)Nc1cccc2c1O[C@@H](CN(C)Cc1ccncc1)[C@@H](C)CN([C@@H](C)CO)C2=O | 0.2
CO[C@H]1CN(C)C(=O)c2cccc(C#N)c2OCC[C@@H]2CC[C@@H](OC)[C@@H](CN(C)C(=O)[C@@H]1C)O2 | -0.2
CCS(=O)(=O)Nc1ccc2c(c1)C(=O)N(C)[C@@H]1CC[C@H](CC(=O)NCc3ccc(OC)cc3)O[C@@H]1CO2 | -0.1
COc1cccc(S(=O)(=O)Nc2ccc3c(c2)[C@@H]2C[C@@H](CC(=O)NCc4cccc(F)c4)O[C@@H](CO)[C@@H]2O3)c1 | -0.5
COc1ccccc1-c1cnc2c(c1)C(=O)N([C@H](C)CO)C[C@@H](C)[C@H](CN(C)Cc1ccncc1)O2 | -0.9
CN1C(=O)c2cc(NC(=O)C3CC3)ccc2OC[C@@H]2O[C@H](CC(=O)NCCc3ccncc3)CC[C@@H]21 | 0.9
Cc1ccc(S(=O)(=O)N(C)C[C@H]2Oc3ccc(NC(=O)Nc4ccccc4)cc3CC(=O)N([C@@H](C)CO)C[C@H]2C)cc1 | 0.7
C[C@H](CO)N1C[C@H](C)[C@@H](CN(C)C(=O)c2ccc3c(c2)OCO3)Oc2ncc(C#CCN(C)C)cc2C1=O | 1.3
C[C@@H]1CCCCO[C@H](CN(C)C)[C@@H](C)CN([C@H](C)CO)C(=O)c2cc(NS(C)(=O)=O)ccc2O1 | 0.0
C[C@@H]1CCCCO[C@H](CN(C)C(=O)Nc2ccc3c(c2)OCO3)[C@H](C)CN([C@H](C)CO)C(=O)c2cc(NC(=O)Nc3ccccc3)ccc2O1 | 0.6
C[C@@H]1CN([C@@H](C)CO)C(=O)Cc2cc(NC(=O)Cc3cn(C)c4ccccc34)ccc2O[C@H]1CN(C)S(C)(=O)=O | -1.1
C/C=C/c1ccc([C@@H]2[C@H]3CN(C(=O)c4cnccn4)CC(=O)N3[C@H]2CO)cc1 | 2.0
Cc1noc(C)c1NC(=O)Nc1ccc2c(c1)C(=O)N([C@H](C)CO)C[C@H](C)[C@@H](CN(C)CC1CCCCC1)OCCCC[C@H](C)O2 | -0.7
CC(C)NC(=O)Nc1ccc2c(c1)C(=O)N([C@H](C)CO)C[C@H](C)[C@H](CN(C)C(=O)Nc1cccc3ccccc13)OCCCC[C@H](C)O2 | 0.5
C[C@H](CO)N1C[C@H](C)[C@H](CN(C)CC2CC2)OCCCC[C@H](C)Oc2ccc(NS(=O)(=O)c3ccccc3)cc2C1=O | -1.1
C[C@@H]1CN([C@H](C)CO)C(=O)c2cc(NS(=O)(=O)c3ccccc3)ccc2O[C@@H]1CN(C)CC1CCCCC1 | 0.2
N#C[C@@H]1[C@H](c2ccc(C3=CCCC3)cc2)[C@@H](CO)N1C(=O)C1CC1 | -1.1
O=C(NCc1ccccc1Cl)[C@H]1[C@H](CO)[C@H]2Cn3c(cccc3=O)[C@H]2N1C(=O)C1CCCC1 | -14
O=C(NC1CCCCC1)N[C@H]1CC[C@@H](CCNS(=O)(=O)c2ccc(F)cc2)O[C@@H]1CO | -0.8
COCC(=O)N1CC2(C1)[C@@H](c1ccccc1)[C@@H](CO)N2C(=O)c1ccccc1 | -0.1
O=S(=O)(N[C@@H]1CC[C@H](CCn2cc(C3(O)CCCC3)nn2)O[C@@H]1CO)c1ccc(F)cc1 | 0.2
C[C@H]1CN([C@@H](C)CO)S(=O)(=O)c2ccc(C#Cc3cccc(F)c3)cc2O[C@H]1CN(C)C | 0.2

Reprinted from the part before: two compounds; new compounds follow.
SMILES | TcdB GH inh
O=S(=O)(N[C@@H]1CC[C@H](CCn2cc(C3(O)CCCC3)nn2)O[C@@H]1CO)c1ccc(F)cc1 | 0.2
C[C@H]1CN([C@@H](C)CO)S(=O)(=O)c2ccc(C#Cc3cccc(F)c3)cc2O[C@H]1CN(C)C | 0.2
O=C(NCC[C@H]1CC[C@@H](NS(=O)(=O)c2ccccc2F)[C@H](CO)O1)c1ccc(F)cc1 | -9.6
COc1ccc2c3c(n(C)c2c1)[C@H](CO)N(C(=O)c1ccncc1)CC31CCN(CC2CC2)CC1 | -1.4
O=C(C[C@H]1CC[C@H]2[C@@H](COC[C@@H](O)CN2S(=O)(=O)c2ccccc2)O1)Nc1ccccc1 | 1.5
O=C(NCc1ccc(F)cc1)[C@H]1C[C@H]2C(=O)NCC(=O)N2[C@H]1c1ccc(O)cc1 | -0.2
O=C(N[C@H]1CC[C@H](CCNS(=O)(=O)c2ccc(F)cc2)O[C@H]1CO)c1cnccn1 | -0.8
O=C(Nc1cc(F)ccc1F)N1CC(=O)N2[C@H](CO)[C@H](c3ccc(C#CC4CCCCC4)cc3)[C@@H]2C1 | 0.6
C[C@@H](NC(=O)C[C@H]1CC[C@H]2[C@@H](COC[C@H](O)CN2Cc2ccc(C(F)(F)F)cc2)O1)c1ccccc1 | -0.6
CC(=O)N(C)C[C@@H]1Oc2cc(-c3cccc(F)c3)ccc2S(=O)(=O)N([C@@H](C)CO)C[C@@H]1C | 0.6
O=C(C[C@H]1CC[C@@H]2[C@H](COC[C@H](O)CN2Cc2ccc3c(c2)OCO3)O1)N1CCOCC1 | -0.1
C[C@@H]1CN([C@H](C)CO)C(=O)Cc2cc(NC(=O)Cc3cn(C)c4ccccc34)ccc2O[C@@H]1CN(C)C(=O)NC1CCCCC1 | 0.6
O=C(C[C@H]1CC[C@H]2[C@@H](COC[C@H](O)CN2C(=O)Nc2ccc(Cl)c(Cl)c2)O1)NCc1ccccc1 | 0.2
C[C@@H]1CN([C@@H](C)CO)C(=O)c2cc(C3=CCCC3)cnc2O[C@H]1CN(C)C(=O)Nc1ccccc1 | -1.1
COc1ccc(NC(=O)Nc2ccc3c(c2)CC(=O)N([C@H](C)CO)C[C@@H](C)[C@H](CN(C)S(=O)(=O)c2ccc(OC)cc2)O3)cc1 | 0.0
Cc1ccc(-c2ccc([C@H]3[C@@H](CO)N4CCCCN(C(=O)c5ccc(F)cc5)C[C@@H]34)cc2)cc1 | -0.5
COc1ccc(C#Cc2ccc3c(c2)[C@]2(C(=O)N3)[C@H](C(=O)N3CCN(c4ncccn4)CC3)[C@H]3C(=O)O[C@H](c4ccccc4)[C@H](c4ccccc4)N3[C@@H]2c2ccc(O)cc2)cc1 | 0.6
Cc1noc(C)c1NC(=O)N(C)C[C@H]1Oc2c(cccc2N(C)C)C(=O)N([C@H](C)CO)C[C@H]1C | 0.0
CCC(=O)Nc1ccc2c(c1)OC[C@@H](C)N(C(=O)c1ccccn1)C[C@@H](C)[C@H](OC)CN(C)C2=O | 0.5
Cc1noc(C)c1NC(=O)N(C)C[C@@H]1Oc2ccc(NC(=O)NC3CCCCC3)cc2CC(=O)N([C@H](C)CO)C[C@H]1C | -0.1
CCC(=O)N1CC2(CCN(C(=O)NC(C)C)CC2)c2c(n(C)c3cc(OC)ccc23)[C@@H]1CO | -0.5
COc1ccc(NC(=O)N(C)C[C@@H]2OCCCC[C@H](C)Oc3ccc(N(C)C)cc3C(=O)N([C@@H](C)CO)C[C@@H]2C)cc1 | -36

Arranged by number of heavy atoms (rising): part of the list above
SMILES | TcdB GH inh
Cc1noc(C)c1NC(=O)N(C)C[C@H]1Oc2c(cccc2N(C)C)C(=O)N([C@H](C)CO)C[C@H]1C | 0.0
CCC(=O)Nc1ccc2c(c1)OC[C@@H](C)N(C(=O)c1ccccn1)C[C@@H](C)[C@H](OC)CN(C)C2=O | 0.5
COc1ccc(C#Cc2ccc3c(c2)[C@]2(C(=O)N3)[C@H](C(=O)N3CCN(c4ncccn4)CC3)[C@H]3C(=O)O[C@H](c4ccccc4)[C@H](c4ccccc4)N3[C@@H]2c2ccc(O)cc2)cc1 | 0.6

The list goes on.
SMILES | TcdB GH inh
C[C@@H]1CN([C@H](C)CO)C(=O)c2cc(NS(C)(=O)=O)ccc2O[C@@H]1CN(C)Cc1ccc(C(=O)O)cc1 | 0.3
CCC(=O)Nc1ccc2c(c1)C(=O)N(C)[C@H]1CC[C@H](CC(=O)N3CCCCC3)O[C@H]1CO2 | 0.8
C[C@@H]1CN([C@@H](C)CO)C(=O)c2cc(NC(=O)C3CCCCC3)ccc2O[C@@H](C)CCCCO[C@@H]1CN(C)S(=O)(=O)c1cn(C)cn1 | 0.1
O=C(C[C@H]1CC[C@@H]2[C@H](COC[C@H](O)CN2Cc2cocn2)O1)N[C@@H]1CCN(Cc2ccccc2)C1 | -0.7
C/C=C/c1cnc2c(c1)C(=O)N([C@@H](C)CO)C[C@H](C)[C@H](CN(C)C(=O)C1CCOCC1)O2 | -0.5
COc1ccc(S(=O)(=O)N(C)C[C@@H]2Oc3ccc(NC(=O)Cc4cn(C)c5ccccc45)cc3C(=O)N([C@H](C)CO)C[C@H]2C)cc1 | 0.2
C[C@@H]1CN([C@@H](C)CO)C(=O)c2cc(NC(=O)Nc3ccc(F)cc3)ccc2O[C@@H](C)CCCCO[C@H]1CN(C)C(=O)C1CCCCC1 | -0.2
COc1ccc(CN(C)C[C@H]2OCCCC[C@H](C)Oc3ccc(NS(=O)(=O)c4ccc(C)cc4)cc3C(=O)N([C@H](C)CO)C[C@H]2C)cc1 | 0.3
COCC(=O)N(C)C[C@@H]1Oc2cc(C3=CCCCC3)ccc2S(=O)(=O)N([C@H](C)CO)C[C@H]1C | -2.4
COc1ccc2c3c([nH]c2c1)[C@H](CO)N(C(=O)CC1CC1)CC31CCN(Cc2cccnc2)CC1 | 0.1

Given tab-delimited: entries from further up.
Molecule	TcdB GH inh
COCC(=O)N1[C@H](CO)[C@H]2c3ccccc3N(C)C[C@H]21	-0.8
COCC(=O)N(C)C[C@@H]1Oc2cc(C3=CCCCC3)ccc2S(=O)(=O)N([C@H](C)CO)C[C@H]1C	-2.4
O=C(N[C@H]1CC[C@H](CCNS(=O)(=O)c2ccc(F)cc2)O[C@H]1CO)c1cnccn1	-0.8

Following part.
SMILES | TcdB GH inh
COc1ccc(CN(C)C[C@@H]2OCCCC[C@@H](C)Oc3ccc(NC(=O)C4CCCCC4)cc3C(=O)N([C@@H](C)CO)C[C@H]2C)cc1 | -0.6
C[C@H]1CN([C@@H](C)CO)C(=O)Cc2cc(NC(=O)C3CC3)ccc2O[C@@H]1CN(C)Cc1ccc(C(=O)O)cc1 | -0.4
COc1ccc(S(=O)(=O)N(C)C[C@@H]2OCCCC[C@@H](C)Oc3ccc(NC(=O)NC(C)C)cc3C(=O)N([C@@H](C)CO)C[C@@H]2C)cc1 | 0.4
C[C@H]1CN([C@@H](C)CO)C(=O)c2cccc(NS(=O)(=O)c3cn(C)cn3)c2O[C@@H]1CN(C)Cc1ccncc1 | -0.2
O=C([C@@H]1[C@@H](CO)[C@@H]2Cn3c(cccc3=O)[C@H]1N2C(=O)CC1CC1)N1CCCCC1 | -1.2
CCC(=O)Nc1ccc2c(c1)C(=O)N(C)C[C@H](OC)[C@@H](C)CN(C(=O)c1ccccc1F)[C@H](C)CO2 | 0.6
COc1ccc(S(=O)(=O)N(C)C[C@H]2Oc3ccc(NS(=O)(=O)c4cn(C)cn4)cc3CC(=O)N([C@@H](C)CO)C[C@@H]2C)cc1 | 0.5
C[C@H]1CN([C@@H](C)CO)C(=O)CCCn2nncc2CO[C@@H]1CN(C)C(=O)Nc1ccc(C(F)(F)F)cc1 | 0.9
CC(C)NC(=O)N(C)C[C@@H]1Oc2c(NC(=O)C3CC3)cccc2C(=O)N([C@H](C)CO)C[C@@H]1C | -0.3

High-throughput results deposited in PubChem BioAssay by Broad Institute.
